Screening data from PubChem BioAssay.
CDK5 p35 inh = inhibitors of human CDK5/p35 kinase, primary screen, biochemical, single concentration. Cyclin-dependent kinase 5 (Homo sapiens) + Cyclin-dependent kinase 5 activator 1 (Homo …. 330,000 tested, 0.01% active. AID 488839, 2010. Recombinant CDK5/p35, ADP-Glo luminescence, 60 min. inhibition, % at 10 µM;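 active = highest replicate inhibition of at least 50% and at least 75% of replicates reaching 50%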;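 also: plate controls were DMSO neutral control for no effect and GW8510 at 10 µM for full effect; many of its hits are not listed in these tables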
Mot1-301 SUMO = yeast Mot1-301 growth rescue at high temperature, primary screen, SUMOylation pathway inhibitor project, S. cerevisiae, ATP luminescence, 38.5C | 320,000 tested, 1% active | growth rescue, % at 18.8 µM | AID 2716, 2010 | S. cerevisiae Mot1-301 growth rescue; percent above DMSO median, 100 means doubled;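 active = every valid replicate shows activation above 250% relative to neutral control wells; inactive = the rest, any valid replicate at or below 250%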;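 also: OY570 slx delta 5 strain wells were the positive control but not used for scaling; some compounds called inactive have numbers as strong as hits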
Arr AP2 block = inhibitors of beta-arrestin/AP2 binding, primary screen, biochemical, GPCR trafficking, flow cytometry. inhibition, % at 10 µM. 340,000 tested, 0.31% active. FITC-arrestin peptide / GST-AP2 beads; AP2 beta2 appendage carries R879A mutation. AID 504490, 2011. beta-arrestin 1 C-terminal peptide binding to AP2 beta2-adaptin appendage (human);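 active = inhibition above a set limit, near 3 SD of compounds lacking own fluorescence, cut at about 54% in these data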;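 also: plate controls were DMSO wells for no effect and 5 µM unlabelled arrestin peptide for full effect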
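System: GST-AP2 R879A bound to glutathione beads, E. coli-expressed. Also added: 50 nM FITC-arrestin peptide. Schedule: compound with beads 12 min RT, then probe 1 h RT. Signal: bead flow cytometry, FITC channel. Read-out basis: percent response.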
dFosB activator = activators of delta FosB homodimer, primary screen, biochemical, fluorescence polarization, TAMRA-CDK5 oligo, single point; Protein FosB (Mus musculus), P13346; purified delta FosB; percent of positive-control signal above neutral wells; activation, % at 25 µM; 340,000 tested, 0.99% active; AID 493131, 2011;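 active = mean activation above about 17%, with every replicate also reaching it, limit read from the data, passing the limit was not always enough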;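 also: fluorescence polarization rise as delta FosB binds a TAMRA Cdk5 AP-1 oligo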
Target sequence (P13346 whole entry, looked up): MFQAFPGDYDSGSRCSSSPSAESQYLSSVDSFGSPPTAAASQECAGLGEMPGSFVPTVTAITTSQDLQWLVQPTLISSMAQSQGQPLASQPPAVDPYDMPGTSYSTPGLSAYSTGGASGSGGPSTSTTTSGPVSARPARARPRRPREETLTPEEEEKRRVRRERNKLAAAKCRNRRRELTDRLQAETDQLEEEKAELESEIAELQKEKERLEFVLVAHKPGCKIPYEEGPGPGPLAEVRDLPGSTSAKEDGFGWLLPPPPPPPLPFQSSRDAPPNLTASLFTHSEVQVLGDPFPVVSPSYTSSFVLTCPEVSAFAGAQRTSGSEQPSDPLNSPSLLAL
PKA-R1A activ = activators of PKA-R1A holoenzyme, primary screen, biochemical, fluorescence polarization, Cy5-IP20, bovine R1A, mouse PKAc | cAMP-dependent protein kinase type I-alpha regulatory subunit (Bos taurus) + … | 340,000 tested, 0.083% active | activation, % at 11.4 µM | PKA-R1A dissociation; scaled: DMSO 0%, 113 µM cGMP 100%;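 active = percent activation above the mean of all tested compounds plus 3 SD, cut at about 19% in these data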;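 also: higher means more PKAc released from R1A so a rise in polarization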
SR-BI DiI-HDL act = activators of SR-BI mediated DiI-HDL uptake, primary screen, ldlA[mSR-BI] CHO cells, DiI fluorescence; 3 h; 100 = double the neutral-control signal; activation, % at 12.5 µM; 320,000 tested, 0.096% active;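 active = mean replicate activation of at least 60% and every replicate at or above 60%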;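 also: 0% = median plate neutral-control signal and 100% = twice that signal; values of inactives mirror those of a sister screen read the other way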
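Test system: SR-BI-overexpressing, LDLR-lacking CHO cells; Medium: Ham's F12 with 0.5% BSA, HEPES 25 mM, pH 7.4; Schedule: 3 h, 37 °C; Technique: bottom-read fluorescence, 550/595 nm.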
SR-BI DiI inh = inhibitors of SR-BI mediated HDL lipid uptake, primary screen, ldlA[mSR-BI] cells, fluorescence, single point; 320,000 tested, 0.96% active; ldlA[mSR-BI] CHO cells, DiI-HDL uptake fluorescence, 3 h; AID 488896, 2010; inhibition, % at 12.5 µM; Scavenger receptor class B member 1 (Mus musculus), Q61009;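 active = mean replicate inhibition of at least 70% and a set share of replicates each scoring 70 or more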;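 also: 0% = median of neutral control wells and 100% = median of positive control wells; values of inactives mirror those of a sister screen read the other way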
Target sequence (Q61009 whole entry, looked up): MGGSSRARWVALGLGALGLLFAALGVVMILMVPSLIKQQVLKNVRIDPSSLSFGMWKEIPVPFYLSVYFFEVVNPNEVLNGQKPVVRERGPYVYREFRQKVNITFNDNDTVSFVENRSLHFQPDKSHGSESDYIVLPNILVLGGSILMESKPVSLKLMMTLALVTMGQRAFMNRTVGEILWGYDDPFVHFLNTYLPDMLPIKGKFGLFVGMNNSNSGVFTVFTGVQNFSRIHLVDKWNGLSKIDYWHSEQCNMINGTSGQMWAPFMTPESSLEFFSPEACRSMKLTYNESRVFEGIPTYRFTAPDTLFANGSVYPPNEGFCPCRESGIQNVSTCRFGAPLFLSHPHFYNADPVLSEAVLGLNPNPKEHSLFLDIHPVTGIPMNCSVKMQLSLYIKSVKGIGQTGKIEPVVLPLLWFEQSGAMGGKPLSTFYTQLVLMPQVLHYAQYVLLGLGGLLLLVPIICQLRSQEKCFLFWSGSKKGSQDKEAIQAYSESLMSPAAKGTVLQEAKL
Pemphigus Ab inh = inhibitors of pemphigus antibody binding to DSG3, primary screen, biochemical, bead-based, flow cytometry, scFv-GFP; DSG3-coupled beads, scFv-anti-DSG3-GFP binding; stronger effect = lower value; 310,000 tested, 0.48% active; Desmoglein-3 (Homo sapiens), P32926; binding (percent of control), % at 10 µM; AID 588358, 2011;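 active = binding more than 3 SD below its plate's average and above zero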;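 also: hits lower antibody fragment binding to DSG3; some compounds called inactive have numbers as strong as hits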
PKA-R2B act = activators of PKA-R2B holoenzyme, primary screen, biochemical, fluorescence polarization, Cy5-IP20, human; PKA-R2B holoenzyme dissociation; R2B truncated from residue 108, S112A mutant; 0% DMSO only, 100% 113 µM cGMP; activation, % at 11.4 µM; AID 504700, 2011; 340,000 tested, 0.079% active;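 active = activation above a cutoff set at the mean over all compounds plus 3 SD, cut at about 18% in these data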;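 also: higher means more holoenzyme dissociation and a rise in polarization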
NSD2 inh = NSD2 histone methyltransferase inhibitors, primary screen, biochemical, AlphaScreen, single concentration, set 2. AID 743445, 2014. NSD2 peptide methylation, 120 min. 310,000 tested, 0.54% active. inhibition, % at 12.5 µM; in the data active = inhibition above about 50%
MITF TRPM1 HTS = activators of MITF-driven TRPM1 promoter reporter, primary screen, cell-based, SK-MEL-5, luciferase, single point. SK-MEL-5 TRPM1-promoter luciferase, 24 h; % of positive control, neutral wells = 0. 300,000 tested, 0.75% active. activation, % at 12.5 µM. AID 588334, 2011;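 active = mean activation of at least 80% with every replicate also reaching 80%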;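 also: 0% = neutral control wells and 100% = parthenolide positive control wells; values of inactives mirror those of a sister screen read the other way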
An asterisk follows results filed as active; nt = no result given.

Value order – SR-BI DiI inh	Arr AP2 block	MITF TRPM1 HTS	PKA-R1A activ	CDK5 p35 inh	dFosB activator	PKA-R2B act	NSD2 inh	SR-BI DiI-HDL act	Pemphigus Ab inh	Mot1-301 SUMO
> COc1ccccc1NS(=O)(=O)c1cc2c(cc1C)NC(=O)CO2
    -22	3	nt	2	-2.5	-1	16	nt	22	108	-10
> CCCOc1cc(C)nc(-c2ccccc2O)n1
    17	26	-12	-2	1.3	-3	8	1	nt	104	6
> Cc1cc(C=O)c(C)n1-c1ccc2c(c1)OCO2
    3	-4	-1	8	0.8	-4	-2	5	-3	99	-11
> Cc1nc2cc(NC(=O)CCS(=O)(=O)c3ccccc3)ccc2s1
    -48	12	32	-3	0.1	-11	-6	1	48	86	-6
> CCc1ccc(N2CC(C(=O)NC3=NCCS3)CC2=O)cc1 (stereo not drawn)
    -21	13	5	-2	-0.2	3	-3	-3	21	104	19
> O=C(NNc1ccc([N+](=O)[O-])cc1)C1CC1c1ccccc1 (stereo not drawn)
    -21	0	13	-6	-1.3	1	-6	2	21	nt	45
> COc1ccc(S(=O)(=O)Nc2cccc(S(=O)(=O)N3CCCCCC3)c2)cc1
    -13	0	-1	-14	2.3	-2	-4	0	13	104	-7
> CC(=O)Nc1nc2cccc([N+](=O)[O-])c2s1
    -2	12	-3	-10	1.8	-2	2	-2	2	99	0
> CC(C)OCCCNC(=S)N1CCC(C(=O)c2ccc(Cl)cc2)CC1
    -3	10	nt	-4	-0.7	-13	-6	0	3	117	18
> CCCC(=O)N1c2ccccc2C(=C2SC(C(=O)OC)=C(C(=O)OC)S2)C(=S)C1(C)C
    82*	10	-14	4	1.9	-5	-4	2	-82	91	-3
> O=C(O)c1cc(-c2cccnc2)nn1-c1ccccn1
    -4	10	2	-3	-1.3	1	2	2	4	99	-6
> COC(=O)[C@]1(C)N[C@H](CN(C)C(C)=O)[C@@H]2C(=O)N(C)C(=O)[C@@H]21
    18	-15	5	-3	-1.9	3	-9	nt	-18	96	nt
> COC(=O)c1ccc2c(c1)N(Cc1ccccc1F)C(=O)c1ccccc1S2=O (stereo not drawn)
    nt	6	4	-5	1.0	2	-10	nt	nt	nt	209
> CN(CCCNC(=O)CSc1cc(=O)n(C)c2ccc(Cl)cc12)Cc1ccccc1
    -2	22	9	-8	-3.3	-18	-5	4	2	97	-4
> Nc1ncnc2c1ncn2C1OC(COP(=O)(O)O)C(O)C1O (stereo not drawn)
    -14	3	14	2	0.0	-7	0	nt	14	102	-58
> Cc1cccc(NC(=S)NCCO)c1C
    -6	2	1	-4	-2.2	2	5	-2	6	nt	80
> COc1ccc(OC)c(NC(=O)Cc2ccc(NC3=NC4CS(=O)(=O)CC4S3)cc2)c1 (stereo not drawn)
    1	11	nt	7	-2.0	-3	4	nt	-1	98	92
> Clc1ccc(OCCSCc2nc3ccccc3[nH]2)cc1
    9	4	0	-4	1.0	-2	11	-2	-9	113	10
> COC(=O)CCC(=O)OC1(C)C(=O)C=C2C=C3CCCN3C=C2C1=O (stereo not drawn)
    -11	16	0	-2	1.2	-6	-3	nt	11	104	11
> CCOC(=O)c1sc(NC(=O)CCCCCN2C(=O)c3cccc4cccc(c34)C2=O)nc1C
    -17	3	-67	-6	0.4	2	-8	5	17	99	nt
> Cc1cccc(-c2ncc(CN3CCCC(CO)(Cc4ccccc4C)C3)cn2)c1 (stereo not drawn)
    -1	-1	22	-18	-1.0	-22	-1	-2	1	140	-28
> Cc1ccc(CCNC(=O)CCS(=O)(=O)c2cc3c(cc2C)NC(=O)CO3)cc1
    17	11	nt	5	-0.2	5	-2	nt	-17	85	-10
> Cc1ccccc1CC(=O)Nc1cc(C(C)(C)C)on1
    -30	-16	nt	5	-1.5	-10	2	-1	30	123	166
> CCOc1ncccc1C(=O)N(CC)CC(=O)NCc1ccc(Cl)cc1
    nt	16	nt	1	1.4	1	-1	9	nt	100	-12
> FC(F)(F)c1cc(CO[C@@H]2CCCN[C@@H]2c2ccccc2)cc(C(F)(F)F)c1
    -3	-2	4	-11	-0.5	0	2	nt	3	100	3
> O=C(NCCC(=O)N1CCC2(CC1)NCCc1[nH]cnc12)c1cccc(Cl)c1
    -10	-3	-6	-4	0.0	0	11	46	10	nt	-12
> COC(=O)c1sc(NC(=O)CSc2nnnn2-c2cccc(OC)c2)nc1C
    4	3	nt	-7	-2.6	4	-4	-1	-4	107	-3
> CCOc1ccc2[nH]c(S(=O)(=O)CC)nc2c1Cl
    0	-8	-9	6	0.4	-1	4	-1	0	105	-12
> O=c1ccc(Oc2nc(N3CCOCC3)nc(N3CCOCC3)n2)n[nH]1
    -18	14	-7	-14	1.1	4	10	4	18	96	-15
> CC(=O)c1c(N)[nH]c(-c2ccccc2)nc1=S
    30	-7	nt	-15	-1.2	11	-7	2	-30	114	886*
> Cc1nc(CCNC(=O)CC2C(=O)NCCN2Cc2ccoc2)nc2c1CCCC2 (stereo not drawn)
    -34	17	-9	4	-0.3	-2	23*	-2	34	110	-1
> CCCS(=O)(=O)N1CCCC(C(=O)N2CCOCC2)C1 (stereo not drawn)
    -15	1	1	1	0.1	5	3	2	15	98	-14
> COc1ccc(C(=O)N/C(=C\c2cn(C)c3ccccc23)C(=O)OCC(C)C)cc1
    6	4	2	-9	0.3	-6	2	-2	-6	121	108
> CCOC(=O)C1(C/C(C)=N/NC(N)=O)CC(C)OC1=O (stereo not drawn)
    -29	3	10	-5	1.5	1	-2	-3	29	83	-7
> O=C1CC(N2CCN(C3CC(=O)N(CCc4ccccc4)C3=O)CC2)C(=O)N1CCc1ccccc1 (stereo not drawn)
    6	6	2	-14	-7.7	-3	1	-4	-6	105	311
> Cn1cnnc1SCC(=O)NCCC(c1ccccc1)c1ccccc1
    -7	2	6	4	-1.8	-3	-5	0	7	nt	-1
> CCOc1ccccc1N1CCN(C(=O)CCNS(=O)(=O)c2ccccc2F)CC1
    17	3	6	-8	0.5	-10	-17	34	-17	102	-3
> CCOCCCNC(=O)C1CCN(c2cc(C)nc3c(-c4ccc(OC)c(OC)c4)c(C)nn23)CC1
    54	30	-27	0	-1.2	-3	-1	0	-54	94	2
> Cc1cc(Cl)ccc1NC(=O)CCN1C(=O)C2CCCCC2C1=O (stereo not drawn)
    -21	-9	8	-3	-0.9	-4	-9	6	21	nt	1
> CCCNC(=O)CSc1nnc(-c2ccco2)n1C
    -16	2	-6	-4	-1.0	0	-17	nt	16	104	269
> COCc1cc([C@@H]2C[C@H]3CN(c4ccccc4)C(=O)[C@]34CCCN24)ccc1OC
    -21	0	11	4	-0.3	-7	-3	-2	21	134	-2
> Clc1ncnc2c1oc1ccccc12
    2	2	7	-7	-4.9	2	-3	-4	-2	113	-7
> COC(=O)CCC(=O)Nc1ccc(N=Nc2ccccc2)cc1
    3	16	41	8	1.6	-10	-1	2	-3	-11*	45
> O=C(NC1CCCC1)c1ccc2c(c1)N(Cc1ccccc1)CCS2
    10	23	-5	-6	0.8	-11	-15	-5	-10	103	2
> Cn1c(SCC(=O)c2ccc(F)cc2)nnc1-c1ccccc1N
    nt	-7	14	-6	-3.0	-4	-6	-3	nt	116	221
> CCOC(=O)Nc1ccc2c(CN3CCN(S(=O)(=O)c4ccccc4)CC3)cc(=O)oc2c1
    41	20	12	4	-0.2	-8	0	-3	-41	93	7
> CC(C)(CNC(=O)c1ccc([N+](=O)[O-])c(Cl)c1)CNC(=O)c1ccc([N+](=O)[O-])c(Cl)c1
    33	23	5	-10	-1.6	2	-12	0	-33	99	13
> Cc1nn2c(NCCN(C)C)c3c(nc2c1-c1ccccc1)CCCC3
    16	-1	nt	nt	0.6	-5	nt	1	-16	98	-20
> Cc1cc(C)n2nc(SCc3ncc(-c4ccccc4)o3)nc2n1
    -30	18	12	-4	1.3	-6	1	0	30	108	-11
> O=C(NNC(=S)NC(=O)c1ccc(Br)cc1)c1cccc([N+](=O)[O-])c1
    -8	-5	5	-10	3.1	-8	1	0	8	104	-18
> CCC(C)(C)NC(=O)C(c1ccncc1)N(C(=O)c1sc(C)nc1C)c1ccc(F)cc1 (stereo not drawn)
    -38	9	1	4	-0.5	-4	5	-3	38	98	-14
> Cc1ccc(C(=O)COC(=O)c2n[nH]c(=O)c3ccccc23)cc1
    8	21	-3	-10	0.1	-16	-1	0	-8	99	6
> NC(=O)CSc1nc2ccccc2nc1SCC(N)=O
    -13	8	-15	-1	1.3	-6	-4	1	13	nt	-5
> CC(=O)c1ccc(NC(=O)CCCN2C(=O)/C(=C/C(C)=C/c3ccccc3)SC2=S)cc1
    12	9	46	0	0.0	-4	13	0	-12	97	34
> NC(=O)c1ccc(NS(=O)(=O)c2ccc(Br)s2)cc1
    -14	29	10	9	-1.6	-8	2	0	14	91	-10
> CCN1CCc2nc(NC(=O)c3ccc4c(c3)OCCO4)sc2C1
    19	1	nt	-8	-0.2	1	3	14	-19	nt	-17
> Cn1c(CNC(=O)C(Cc2ccccc2)NC(=O)c2ccccc2)cc(=O)n(C)c1=O (stereo not drawn)
    -18	-2	-1	2	0.5	-1	-8	-3	18	106	1
